# Anesthetic bind: candidate novel general anesthetic via apoferritin binding; P02791; apoferritin/1-aminoanthracene competitive binding, fluorescence; Potency, µM (titrated, usually from 77.5 µM), for the others: top-dose activity change, negative = displacement, usual class: inhibitors; actives 0.074% (n = 350,000); active means well fitted inhibition curve with a large enough effect; further: nearly all actives have a fitted effect of over 20% in size
# Target sequence (P02791 2-175 limits assumed): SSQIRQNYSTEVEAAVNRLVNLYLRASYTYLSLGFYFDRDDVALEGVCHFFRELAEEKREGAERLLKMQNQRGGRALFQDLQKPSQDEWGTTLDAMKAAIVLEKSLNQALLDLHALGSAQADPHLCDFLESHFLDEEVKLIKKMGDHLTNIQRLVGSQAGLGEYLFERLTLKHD
#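 Steps: apoferritin (10 uM) was premixed with half-saturated 1-AMA in PBS, compounds were pin-transferred, plates stood 10 min at room temperature, fluorescence was read at 380/535 nm, and curves were fitted with a Hill equation.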
# An asterisk follows results filed as active; [ ] = remark or other dose. On the % scale 0 is the no-effect control and ±100 the full control effect; potency means the concentration at half of the fitted maximal effect.
SMILES,Anesthetic bind
Cc1cn(C2CC(O)C(CO)O2)c(=O)[nH]c1=O (centres undefined),33.1%[activator]

# Source: PubChem

# The list is partial; the hit share may differ from the screen's.
